# aSyn yeast inh: alpha-synuclein toxicity inhibition in yeast; Yeast expressing alpha-synuclein, growth rescue, BacTiter-Glo, 24 h; Potency, µM (titrated, usually from 46.1 µM), without a hit: top-dose growth rescue (activation), most hits filed as activators; 370,000 tested, 0.14% active; further: % of control where 0% means no effect; nearly all actives have a fitted effect of over 65% in size
#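 Galactose-induced alpha-syn yeast (OD600=0.02, raffinose-pregrown) + pinned cpd, 24 hr, 30 deg C; growth by BacTiter-Glo luminescence. Growth restoration scores as activation.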
# EPAC1 agonist: EPAC1 (human) agonism. O95398. EPAC1 agonist qHTS, biochemical assay; response scale: 100% = response to 6.5 mM cAMP. Potency, µM (series often up to 154 µM), for the others: at the highest dose activation, hits mostly activators. 360,000 tested, 0.073% active. AID 720707; further: nearly all actives have a fitted effect of over 60% in size
# Target sequence (O95398 whole entry, looked up): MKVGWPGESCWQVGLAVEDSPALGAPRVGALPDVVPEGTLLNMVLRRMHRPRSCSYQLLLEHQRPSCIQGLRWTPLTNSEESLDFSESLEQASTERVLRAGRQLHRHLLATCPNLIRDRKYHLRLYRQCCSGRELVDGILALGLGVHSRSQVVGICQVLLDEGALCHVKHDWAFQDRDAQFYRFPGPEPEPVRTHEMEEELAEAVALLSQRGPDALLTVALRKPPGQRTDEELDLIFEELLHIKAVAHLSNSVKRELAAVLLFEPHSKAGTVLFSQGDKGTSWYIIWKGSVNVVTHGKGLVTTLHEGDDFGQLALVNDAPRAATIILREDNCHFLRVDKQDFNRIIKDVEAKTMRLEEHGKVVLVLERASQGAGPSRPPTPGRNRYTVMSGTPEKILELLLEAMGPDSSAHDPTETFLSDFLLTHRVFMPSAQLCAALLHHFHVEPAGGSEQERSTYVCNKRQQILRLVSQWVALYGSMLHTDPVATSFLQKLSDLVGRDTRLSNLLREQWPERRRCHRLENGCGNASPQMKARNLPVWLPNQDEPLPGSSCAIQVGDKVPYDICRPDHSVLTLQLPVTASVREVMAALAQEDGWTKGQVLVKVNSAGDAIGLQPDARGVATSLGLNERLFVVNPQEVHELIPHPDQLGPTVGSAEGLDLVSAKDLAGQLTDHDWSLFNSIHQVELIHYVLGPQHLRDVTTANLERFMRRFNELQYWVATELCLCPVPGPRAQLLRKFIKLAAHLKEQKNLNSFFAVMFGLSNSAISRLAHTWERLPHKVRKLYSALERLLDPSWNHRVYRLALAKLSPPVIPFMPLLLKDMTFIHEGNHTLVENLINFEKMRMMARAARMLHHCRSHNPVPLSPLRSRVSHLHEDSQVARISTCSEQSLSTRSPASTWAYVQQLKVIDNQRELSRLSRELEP
#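 Multi-concentration qHTS readout: loss of Rap1B-bound BODIPY-GDP fluorescence driven by 100 nM EPAC1 with excess GDP (50 uM), monitored kinetically at room temperature; agonist response expressed relative to 6.5 mM cAMP.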
# TDP43 rescue: rescues yeast growth from TDP-43 toxicity | Potency, µM (titrated, usually from 46.1 µM), without a hit: at the highest dose growth rescue (activation), actives largely listed as activators | 410,000 tested, 1.8% active | TDP-43 expressing yeast growth rescue, BacTiter-Glo, 24 h | AID 652104; further: % of control where 0% means no effect; nearly all actives have a fitted effect of over 50% in size
#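 Growth rescue of TDP-43-toxic yeast measured as ATP luminescence (BacTiter-Glo). Cells grown to mid-log in raffinose, induced in galactose at OD600=0.02, exposed to compound 24 hr at 30 deg C.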
# EPAC1 antag: blocks human EPAC1 exchange factor; EPAC1 GEF assay, Rap1b-BODIPY-GDP exchange fluorescence; Potency, µM (highest dose often 115 µM), for inactives: at the top dose activity change, negative = inhibition, actives largely listed as inhibitors; 360,000 tested, 0.14% active; AID 720709;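 further: plate controls were vehicle for no effect and positive control for full effect; nearly all actives have a fitted effect of over 50% in size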
# FUS yeast rescue: suppressors of FUS proteinopathy in yeast; S. cerevisiae FUS-expressing, growth rescue, OD600, 24 h; AID 1347120; 390,000 tested, 0.24% active; Potency, µM (titrated, usually from 76.6 µM), for the others: at the highest dose growth rescue (activation), actives largely listed as activators;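 further: plate controls were DMSO vehicle for no effect and reference control for full effect; nearly all actives have a fitted effect of over 55% in size; some results filed as inactive show a strong effect at the top dose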
#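 Toxicity suppression screen in FUS-yeast. Cells induced with 2% galactose, starting OD 0.005, treated 24hr at 30C with compounds at multiple final concentrations; growth by OD600.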
# EPAC2 ag: activates human EPAC2 exchange factor | AID 720711 | EPAC2 activation, biochemical qHTS; response scale: 100% = 6.5 mM cAMP response | 360,000 tested, 0.079% active | Q8WZA2 | Potency, µM (highest dose often 154 µM), for inactives: at the top dose activation, usual class: activators; further: nearly all actives have a fitted effect of over 50% in size
#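 Compounds were titrated in qHTS against a Rap1B-BODIPY-GDP (250 nM) complex with EPAC2 (100 nM) and GDP (50 uM). BODIPY-GDP release tracked at 480/540 nm over 30 min at room temperature, normalized to 6.5 mM cAMP.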
# PTHR1 agonist: agonists of human PTHR1 parathyroid hormone receptor; HEK293 GP2 PTHR1 cells, GloSensor cAMP luminescence, 1 h; Potency, µM (series often up to 115 µM), for inactives: top-dose activation, actives largely listed as activators; 410,000 tested, 0.075% active; further: nearly all actives have a fitted effect of over 55% in size; some results filed as inactive show a strong effect at the top dose; inactives centre near -15; many of its hits are not listed in these tables
#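 HEK-293-derived GP2 cells expressing PTHR1 and a GloSensor cAMP reporter, 3,000/well, plated overnight, given luciferin plus IBMX (each 0.5 mM as added) for 1 h at 37 °C, then compound for 1 h at 37 °C. Luminescence was read after 15 min at room temperature.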
# EPAC2 antagonist: blocks human EPAC2 exchange factor. Q8WZA2. EPAC2 GEF exchange of Rap1B-BODIPY-GDP, fluorescence. Potency, µM (top dose mostly 114 µM), for the others: at the top dose activity, negative = inhibition, usual class: inhibitors. 360,000 tested, 0.18% active. AID 720708; further: on the % scale 0 is the no-effect control and ±100 the full control effect; nearly all actives have a fitted effect of over 45% in size; many of its hits are not listed in these tables
# The depositor's hits bear a star; i = inactive; ? = inconclusive; nt = not tested or not shown; [ ] = another dose, or the depositor's remark. The call rests on the fitted dose curve; in most records, active means well fitted curve in the direction sought with a large enough effect; inconclusive means small, poorly fitted or top-dose-only effect, or another doubt; inactive means no such curve, though single readings can be large; an effect the other way counts as inactive or inconclusive. Potency means the concentration at half of the fitted maximal effect. The list is partial (hit frequency here may not be typical).
# Each structure is followed by: aSyn yeast inh, EPAC1 agonist, TDP43 rescue, EPAC1 antag, FUS yeast rescue, EPAC2 ag, PTHR1 agonist, EPAC2 antagonist
> CCOC(=O)c1c(NC(=O)/C=C/C(=O)O)sc(C)c1-c1ccc(Cl)cc1
 : -72%[inhibitor], -11%, 2%, -21%, -13%, -10%, -86%[inhibitor], ?
> COCC(=O)NC1CCN(S(=O)(=O)c2cccc(C(C)=O)c2)CC1
 : -6%, -14%, -18%, -10%, 18%, 5%, i, 23%
> COc1ccc2c(c1)c1nc3ccccc3nc1n2Cc1ccc(OC)c(OC)c1
 : 2%, 9%, 4%, 6%, 1%, 3%, -21%, 6%
> Cc1cccc([N+](=O)[O-])c1NC(=O)CN(Cc1ccccc1)Cc1ccccc1
 : 7%, 10%, 11%, -23%, 18%, 21%, i, 2%
> Cc1cc(S(=O)(=O)NCc2ccco2)c(C)s1
 : -5%, 8%, -11%, 11%, 6%, 5%, -33%, -1%
> COc1ccc(C)cc1NC(=O)CCNC(=O)c1ccco1
 : -1%, -3%, -20%, -28%, 0%, 6%, -18%, -3%
> CCN1C(=O)[C@H]2[C@@H](c3ccc(-c4ccc(F)cc4)cc3)N[C@@](Cc3ccccc3)(C(=O)OC)[C@H]2C1=O
 : 16%, -4%, -2%, -1%, 11µM*, -3%, -26%, 2%
> Cc1ccccc1OCC(=O)NC(=S)Nc1ccc(N2CCOCC2)c(Cl)c1
 : 1%, 6%, 17%, 1%, -2%, 0%, -36%[inhibitor][57.5 µM], 2%
> O=c1[nH]cc(S(=O)(=O)N2CCN(c3ccc(F)cc3)CC2)c(=O)[nH]1
 : -3%, 3%, -3%, -4%, -9%, 7%, 26%, 5%
> O=C(O)CC(NC(=O)CC(c1ccccc1)c1ccccc1)c1cccc([N+](=O)[O-])c1 (centres undefined)
 : 24%, -1%, 14%, 5%, -7%, 4%, i, 2%
> Cc1ccc2nc(Cl)c(/C=N/n3c(C)nnc3C)cc2c1
 : -2%, -4%, -26%, 6%, 9%, 3%, i, -4%
> O=C(O)CN1C2=NCCCN2c2ccccc21
 : -4%, 11%, -10%, -4%, 0%, 9%, 23%, 7%
> CC(=O)Nc1ccc(-n2c(=O)c3ccccc3c3ccccc3c2=O)cc1
 : 2%, 8%, -14%, -17%, 20%, 15%, -47%[inhibitor], -13%
> CC1=C(C(=O)N(C)C)CC(CC(=O)NC2CCCCC2)C(=O)N1CCC1=CCCCC1 (centres undefined)
 : 1%, -2%, 30%, 13%, 27%, -2%, -3%, 5%
> O=[N+]([O-])c1ccc(-[n+]2ccc3ccccc3c2)c([N+](=O)[O-])c1
 : 0%, 3%, ?, -23%, -22%, 7%, -47%[inhibitor], -7%
> CO[C@@H]1CN(C)C(=O)c2ccc(NC(C)=O)cc2OC[C@@H](C)N(C(=O)NC2CCCCC2)C[C@H]1C
 : 0%, 4%, 20%, 6%, 3%, 4%, i, 2%
> O=C(Nc1ccc(Cl)cc1)c1cccnc1N1CCCCC1
 : -10%, 23%, 2%, -11%, 12%, 10%, -4%[57.5 µM], -8%
> O=S(=O)(Cc1ccccc1)CS(=O)(=O)Cc1ccccc1
 : 3%, -7%, -6%, 8%, 14%, 8%, -70%[inhibitor], 2%
> CCCC(O)(c1ccc(OC)cc1)C(CN(C)C)c1ccccc1 (centres undefined)
 : 3%, 7%, -8%, 2%, 9%, 6%, -5%, 3%
> Cc1cc(C)n(-c2ccc(C(=O)N3CCN(S(=O)(=O)c4ccc(Br)cc4Cl)CC3)cc2)n1
 : 25%, 8%, ?, -14%, ?, 14%, i, -8%
> CC1CCCC(C)N1C(=O)CSc1nnnn1-c1cccc2c1CCCC2 (centres undefined)
 : 2%, 9%, ?, 1%, 42%, 10%, -1%[57.5 µM], 4%
> c1coc(-c2nnc(NC3=NCCC3)o2)c1
 : -2%, 2%, -17%, -16%, 38%, 5%, -11%[57.5 µM], -10%
> CCN1CCN(c2nc3c(c(=O)[nH]c(=O)n3C)n2Cc2ccccc2)CC1
 : -4%, 9%, 0%, 2%, 25%, 14%, ?, 5%
> CCN1C(=O)[C@H]2[C@@H](c3ccc(OC)cc3)N[C@]3(CCCN(CC4CCCCC4)C3=O)[C@H]2C1=O
 : 1%, 9%, 10%, 7%, 8%, 7%, -25%, -9%
> O=C(CSc1nc2c([nH]c3ccccc32)c(=O)n1-c1cccc(C(F)(F)F)c1)N1CCCC1
 : 1%, nt, 16%, nt, 0%, nt, i, nt
> CN(C)S(=O)(=O)N1CCC(Oc2cccc(C(=O)NC3CCCCCC3)c2)CC1
 : -3%, 7%, 0%, -7%, 41%, -1%, -34%[inhibitor], 1%
> Cc1ccc(S(=O)(=O)N2CCN(C(=O)CSc3nnnn3C)C2)cc1
 : -1%, -4%, -17%, 7%, nt, 22%, -25%, 16%
> COc1ccc(C(=O)CSc2nnc(C(CO)NC(=O)c3ccc(OC)cc3)n2C)cc1 (centres undefined)
 : 0%, -1%, -3%, 14%, 11%, -2%, i, 13%
> c1ccc2nc(N3CCOCC3)cnc2c1
 : -1%, -8%, -2%, 12%, -20%, 0%, -4%[57.5 µM], 4%
> CCOc1ccccc1C=C1CCc2ccccc2C1=O
 : -5%, 11%, 14%, -18%, 2%, 12%, -35%, ?
> COc1ccc(/C=C\c2nc(O)c([N+](=O)[O-])c(=O)[nH]2)cc1O
 : -3%, -2%, ?, -12%, 53%, 10%, -24%, -12%
> CN(Cc1ccccc1)c1ccc(C(=O)O)cc1[N+](=O)[O-]
 : 0%, -3%, 16µM*, -9%, -5%, -12%, i, -7%
> Cc1ccccc1N1CCN(C2CCCN(C(=O)c3ccsc3)C2)CC1 (centres undefined)
 : 5%, 2%, 7%, -5%, 7%, 5%, -10%, 3%
> C/C(=N\NC(=O)c1ccc(OC2CCCC2)cc1)c1ccc(O)cc1
 : -18%, 6%, 2%, -2%, 28%, -5%, ?, -5%
> O=C(/C(=C/c1ccccc1Cl)c1ccccc1)N1CCOCC1
 : 2%, -5%, ?, -19%, nt, -2%, -26%, -2%
> CCC(C)C(CO)NCCCn1cnc2c(OCc3ccccc3)ncnc21 (centres undefined)
 : -2%, 2%, ?, -7%, -15%, 3%, i, 5%
> COc1ccc(C2C(=O)c3ccccc3C2=Nc2ccc(Br)cc2)cc1 (centres undefined)
 : -2%, 5%, 1%, -35%, 1%, 13%, -28%, -17%
> COCCn1c(SCC(=O)N2CCCCC2)nc2c(c1=O)SC(C)C2 (centres undefined)
 : 0%, -2%, 23%, 11%, nt, 9%, i, 8%
> Cc1nnc(SCc2nnc(-c3cccs3)o2)n1C1CCCCC1
 : -2%, 10%, -3%, -20%, -5%, 1%, -2%, -6%
> CN1CCN(C(=O)c2ccc(N(Cc3ccc(Cl)cc3)S(C)(=O)=O)cc2)CC1
 : 0%, -11%, -22%, 11%, 6%, 6%, i, 14%
> COc1ccc(CN(Cc2cccn2C)S(=O)(=O)c2ccc(C)cc2)cc1
 : 0%, 3%, -3%, 2%, 9%, 17%, -11%, -6%
> CCC(=O)Nc1nc(-c2ccccc2)ns1
 : nt, 11%, 8.9µM*, 9%, 17%, 5%, -49%[inhibitor], 15%
> CCCN1C(=O)C2(C(C(=O)c3ccc(C)o3)=C(O)C(=O)N2CCCOC)c2ccccc21 (centres undefined)
 : 9%, 8%, -15%, -4%, 15%, 9%, -25%, -1%
> CCOC(=O)C(C(=O)OCC)c1c([N+](=O)[O-])c(=O)n2c3c(cccc13)CCC2
 : 5%, 6%, -13%, -2%, 2%, 2%, i, -8%
> Cn1c(CS/C(N)=N/N=C/c2ccccc2)c(Br)c(=O)n1-c1ccccc1
 : 2%, 3%, 6%, 1%, 25%, 15%, -24%, 5%
> Cc1ccc(C(=O)Nc2cccnc2)cc1S(=O)(=O)N1CCCCC1
 : 2%, -8%, 23%, -8%, -13%, 10%, -39%[inhibitor], -5%
> COc1ccc(S(=O)(=O)N2CCOCC2)cc1NC(=O)Cc1coc2cc(C)ccc12
 : 4%, -3%, 4%, -6%, 24%, -3%, i, 5%
> Cn1cnnc1SCC(=O)N1CCc2ccccc2C1
 : 5%, -12%, 17%, 3%, 6%, -3%, i, ?
> O=C(c1ccco1)N1CCN(c2nc(C3CC3)nc3sc4c(c23)CCCC4)CC1
 : -12%, 25%, ?, -15%, ?, 21%, i, -6%
> COC(=O)c1ccc(CSc2nnc3c(Cl)cc(Cl)cn23)o1
 : 12%, 6%, -12%, 5%, 26%, 5%, i, 10%
> CCN(CC(=O)NC(=O)NC1CCCC1)Cc1ccccc1
 : -2%, 26%, -1%, -12%, -11%, 5%, i, 5%

# Given with bars between the fields: entries from further up.
canonical_smiles | aSyn yeast inh | EPAC1 agonist | TDP43 rescue | EPAC1 antag | FUS yeast rescue | EPAC2 ag | PTHR1 agonist | EPAC2 antagonist
CN1CCN(C(=O)c2ccc(N(Cc3ccc(Cl)cc3)S(C)(=O)=O)cc2)CC1 | 0% | -11% | -22% | 11% | 6% | 6% | i | 14%
COc1ccc(CN(Cc2cccn2C)S(=O)(=O)c2ccc(C)cc2)cc1 | 0% | 3% | -3% | 2% | 9% | 17% | -11% | -6%
CCC(=O)Nc1nc(-c2ccccc2)ns1 | nt | 11% | 8.9µM* | 9% | 17% | 5% | -49%[inhibitor] | 15%
CCCN1C(=O)C2(C(C(=O)c3ccc(C)o3)=C(O)C(=O)N2CCCOC)c2ccccc21 (centres undefined) | 9% | 8% | -15% | -4% | 15% | 9% | -25% | -1%
CCOC(=O)C(C(=O)OCC)c1c([N+](=O)[O-])c(=O)n2c3c(cccc13)CCC2 | 5% | 6% | -13% | -2% | 2% | 2% | i | -8%
Cn1c(CS/C(N)=N/N=C/c2ccccc2)c(Br)c(=O)n1-c1ccccc1 | 2% | 3% | 6% | 1% | 25% | 15% | -24% | 5%
Cc1ccc(C(=O)Nc2cccnc2)cc1S(=O)(=O)N1CCCCC1 | 2% | -8% | 23% | -8% | -13% | 10% | -39%[inhibitor] | -5%
COc1ccc(S(=O)(=O)N2CCOCC2)cc1NC(=O)Cc1coc2cc(C)ccc12 | 4% | -3% | 4% | -6% | 24% | -3% | i | 5%
Cn1cnnc1SCC(=O)N1CCc2ccccc2C1 | 5% | -12% | 17% | 3% | 6% | -3% | i | ?
O=C(c1ccco1)N1CCN(c2nc(C3CC3)nc3sc4c(c23)CCCC4)CC1 | -12% | 25% | ? | -15% | ? | 21% | i | -6%
COC(=O)c1ccc(CSc2nnc3c(Cl)cc(Cl)cn23)o1 | 12% | 6% | -12% | 5% | 26% | 5% | i | 10%
CCN(CC(=O)NC(=O)NC1CCCC1)Cc1ccccc1 | -2% | 26% | -1% | -12% | -11% | 5% | i | 5%

# High-throughput results (PubChem BioAssay)
